DDE Tn7 FP inh = DD(E)-Tn7 binding inhibition, primary FP screen; P02675; FP displacement of FITC-Tn7 peptide from fibrin DD(E); 0% = median of compound wells per plate; inhibition, % at 8.3 µM; 370,000 compounds, 0.13% hits; AID 720508;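 active = inhibition above the mean of compounds falling within the control limits plus 3 SD of them, cut at about 14% in these data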;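 note: 0% = plate median of compound wells and 100% = 10 µM Aha-Tn7 peptide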
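assay system = human clot-derived fibrin DD(E) complex | quantity = Fibrin-DD(E) at 2 µM final | timing = 10 min preincubation, 3 h with tracer, room temperature | signal = fluorescence polarization | measure = percent inhibition | benchmarks = high control wells with 10 µM unlabelled Aha-Tn7 peptide (full inhibition) | replicates = singlicate testing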
LEDGF integ inh = blocks HIV-1 LEDGF/p75-dependent DNA integration | inhibition, % at 3.7 µM | TR-FRET IN-LEDGF/p75 DNA integration, Eu/Cy5 | 370,000 compounds, 0.64% hits | AID 743269;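 active = inhibition above the screen-wide mean plus 3 SD, cut at about 13% in these data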;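 note: signal is the Cy5 over europium emission ratio at 671 and 618 nm; 0% = plate median of compound wells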
PG9 binder = small molecules binding HIV-1 gp120 antibody PG9; 360,000 compounds, 0.43% hits; AID 624416; inhibition, % at 6.7 µM; TR-FRET gp120-PG9 antibody binding; in the data active = inhibition above about 8.5%
SIAE primary = inhibitors of human sialic acid acetylesterase SIAE; Q9HAT2; SIAE FP-Rh probe binding, fluorescence polarization; inhibition, % at 9.66 µM; 370,000 compounds, 0.69% hits;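 active = inhibition above a cutoff: mean of compounds within the control limits plus 3 SD of those, cut at about 17% in these data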;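 note: 0% = plate median of compound wells and 100% = probe without SIAE protein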
TCR-CD3 inh = blocks the human TCR-CD3 interaction | TAMRA-labeled TCR probe fluorescence, biochemical | inhibition, % at 9.4 µM | 360,000 compounds, 0.37% hits; in the data active = inhibition above about 19%;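 note: recombinant mutant TCR 2C K166C tagged with TAMRA read by polarization; 0% = receptor in buffer alone and 100% = receptor with positive control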
UHRF1 binding = human UHRF1 methylated DNA binding inhibitors. inhibition, % at 4.4 µM. AID 687016. Q96T88. UHRF1 binding to methylated oligo, TR-FRET. 370,000 compounds, 0.75% hits; in the data active = inhibition above about 21%;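 note: UHRF1 SRA domain binding a hemimethylated CpG hairpin DNA probe; 0% = median of test compound wells and 100% = reference inhibitor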
Target sequence (Q96T88 whole entry, looked up, the tested form may be a part): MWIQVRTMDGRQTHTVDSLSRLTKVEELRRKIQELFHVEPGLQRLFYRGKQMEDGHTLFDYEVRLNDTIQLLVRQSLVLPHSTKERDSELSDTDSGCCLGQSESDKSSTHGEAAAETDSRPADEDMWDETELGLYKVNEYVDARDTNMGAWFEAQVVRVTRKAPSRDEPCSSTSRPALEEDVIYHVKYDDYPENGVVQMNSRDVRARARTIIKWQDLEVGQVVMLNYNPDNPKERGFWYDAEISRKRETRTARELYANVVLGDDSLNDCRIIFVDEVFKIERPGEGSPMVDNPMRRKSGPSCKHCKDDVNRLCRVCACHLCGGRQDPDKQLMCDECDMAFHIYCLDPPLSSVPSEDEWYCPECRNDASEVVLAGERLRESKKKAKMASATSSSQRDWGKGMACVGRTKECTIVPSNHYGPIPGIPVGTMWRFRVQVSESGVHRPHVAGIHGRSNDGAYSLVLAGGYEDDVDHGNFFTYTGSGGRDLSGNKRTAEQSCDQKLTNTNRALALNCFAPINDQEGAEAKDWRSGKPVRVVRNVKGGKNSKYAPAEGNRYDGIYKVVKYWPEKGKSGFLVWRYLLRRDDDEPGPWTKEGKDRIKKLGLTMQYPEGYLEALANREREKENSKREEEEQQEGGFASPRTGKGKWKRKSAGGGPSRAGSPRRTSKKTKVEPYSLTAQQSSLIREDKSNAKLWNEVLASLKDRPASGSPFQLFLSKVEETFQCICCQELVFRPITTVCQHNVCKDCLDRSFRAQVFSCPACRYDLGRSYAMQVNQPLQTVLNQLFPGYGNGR
PRMT1 FP inh = inhibitors of human PRMT1. inhibition, % at 2.79 µM. 370,000 compounds, 1.3% hits. Q99873. recombinant PRMT1, activity-based probe fluorescence polarization;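 active = inhibition above about 21% made by adding two undisclosed values, limit read from the data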
TDP2 inh = TDP2 (human) inhibition, absorbance primary screen | 370,000 compounds, 0.34% hits | inhibition, % at 12.8 µM | AID 720702 | recombinant TDP2, T5PNP hydrolysis, p-nitrophenol absorbance 415 nm;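 active = inhibition above the mean of all tested compounds plus 3 SD, set per campaign, cut at about 25% in these data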;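 note: 0% = DMSO with enzyme and 100% = buffer with substrate but no TDP2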
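System: recombinant human TDP2 / Amount: 120 nM TDP2 per well / Also added: 5 mM T5PNP chromogenic substrate / Doses: 12.8 µM single point, 1% DMSO / Incubation: 2 h at 37 °C / Detection: p-Nitrophenol epi absorbance / Evaluation: % inhibition relative to enzyme-containing and enzyme-free wells / Repeats: singlicate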
ABHD4 inh = inhibits mouse alpha/beta hydrolase domain 4. Q8VD66. purified mABHD4, FP-Rh probe fluorescence polarization. inhibition, % at 8.92 µM. 370,000 compounds, 0.54% hits. AID 720543;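 active = inhibition exceeding the mean over every tested compound plus 3 SD, cut at about 30% in these data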;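 note: 0% = plate median of compound wells and 100% = S159A mutant with DMSO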
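Assay system: mABHD4 protein; medium: HEPES pH 7.0, NaCl, Pluronic buffer; dosing: 8.92 µM, single dose; schedule: 45 min + 60 min at 25 °C; signal: FP readout, ex 525 nm / em 598 nm; read-out: normalized percent inhibition of probe labeling; repeats: single replicate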
HTRA1 inhibitor = inhibitors of human serine peptidase HTRA1; AID 504803; inhibition, % at 5.96 µM; recombinant HTRA1, FP-rhodamine activity-based probe, fluorescence polarization; 340,000 compounds, 0.5% hits; in the data active = inhibition above about 36%;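 note: 0% = enzyme with DMSO and 100% = wells lacking enzyme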
Active calls of the source: *; x = not tested or not shown.

SMILES	DDE Tn7 FP inh	LEDGF integ inh	PG9 binder	SIAE primary	TCR-CD3 inh	UHRF1 binding	PRMT1 FP inh	TDP2 inh	ABHD4 inh	HTRA1 inhibitor
Cc1ccc(NS(=O)(=O)c2cccc3cccnc23)cc1Cl	-4	-2	-0.9	-3	-3	-2	2	7	-3	-28
Cc1ccc(OS(=O)(=O)c2c(C)nn(C)c2Cl)c(C)c1	10	-1	0.6	6	-10	-2	3	-1	4	0
Oc1ccc(/C=N/N2CCN(Cc3ccccc3)CC2)cc1	-2	-8	-1.8	11	-7	-3	0	9	5	9
CC(=O)c1ccc(N2CCN(C(=O)c3cc(-c4ccncc4)nc4ccc(Br)cc34)CC2)cc1	-3	0	0.3	2	-11	-4	-2	4	4	-2
Cc1ccc(C)c(NC(=O)COC(=O)CCCN=C2NS(=O)(=O)c3ccccc32)c1	6	-2	-0.6	-2	-3	2	1	10	5	3
COc1cc(OC)cc(C(=O)NNC(=S)NC2CC2)c1	7	-4	2.0	0	8	0	-3	5	7	1
COc1ccccc1CCC[C@H](CCS(=O)(=O)C(C)C)CC1CCCCC1	7	-1	x	1	x	5	2	10	-5	x
Cc1ccc(C(C)C)c(OCCN)c1	-10	2	-0.8	-3	9	0	0	2	4	-15
O=C(Cn1cc(/C=N/NC(=O)c2cccc(C(F)(F)F)c2)c2ccccc21)Nc1ccc(F)cc1	-7	1	-0.6	2	5	-1	3	-10	6	2
N#CC(NC(=O)OCc1ccccc1)c1ccccc1 (centres undefined)	-1	-1	-0.7	3	9	1	1	1	-6	-7
Cc1ccc(NC(=O)CN(C)C(=O)c2ccccc2Sc2ccccc2C#N)cc1	-7	-3	-1.5	1	3	0	-3	-11	-4	-7
CCOC(=O)c1ccc(NC(=O)CCNS(=O)(=O)c2ccc3c(c2)oc(=O)n3C)cc1	6	-1	-1.6	3	5	-4	-4	-1	-1	2
CN1CCN(c2ccc(CNS(=O)(=O)c3ccc(F)cc3Cl)cc2)CC1	-1	0	-2.8	2	7	1	-4	2	1	-5
CCN(CC)CCNc1nc2cc(OC)c(OC)cc2c2nc(-c3ccccc3)nn12	4	-4	0.2	1	-3	38*	1	5	-2	-5
COC(CNc1nc(SC)nc2sc3c(c12)CCN(C)C3)OC	1	1	0.2	-6	1	3	2	11	5	0
COc1cc(C(=O)NCC(=O)N2CCN(S(=O)(=O)c3ccccc3)CC2)cc(OC)c1OC	-1	-1	-1.6	7	12	0	-2	3	8	-2
CC(=O)c1c(C)[nH]c(C(=O)COC(=O)COc2ccccc2)c1C	-3	-2	0.8	3	5	-1	1	4	4	-1
Cc1cc(C)c(C(=O)NCC2CCCO2)c(C)c1C(=O)NCC1CCCO1 (centres undefined)	-3	1	-1.2	0	5	13	-3	2	1	5
Cc1cc(C)cc(N2CN=c3s/c(=C\c4ccco4)c(=O)n3C2)c1	-3	5	-5.1	8	7	-4	0	-1	3	0
CCCOc1ccc(CN(CCO)CCO)cc1[N+](=O)[O-]	-4	-1	-0.2	0	-4	6	0	-2	0	-1
CCN(CC(=O)Nc1ccc(NC(C)=O)cc1)C(=O)c1cc2ccccc2oc1=O	5	0	-1.0	8	-1	-2	-4	-5	0	7
Cc1ccc(C(=O)NC(C)C(c2cccs2)N2CCOCC2)cc1C (centres undefined)	3	2	1.8	1	7	-1	1	-1	4	2
Cc1ccc2c(c1)nnn2C1CCN(S(=O)(=O)c2cccc(S(=O)(=O)N(C)C)c2)CC1	-1	3	1.4	0	9	2	-5	1	-6	-15
Cc1cc(C)cc(OCC(=O)Nc2cc(NC(=O)COc3cc(C)cc(C)c3)cc(C(=O)O)c2)c1	6	3	0.5	-25	-2	-1	-3	-3	-47	-61
Cc1cccc(NC(=S)NNC(=O)c2ccc(Br)o2)c1	4	0	-2.7	4	6	-4	-3	0	9	-8
Clc1ccc(Cc2ccc(Cl)nn2)c(Cl)c1	1	-3	1.4	-6	-2	-1	1	0	-1	-6
COc1ccc2cc(C)c(SCC(=O)Nc3cc(C)on3)nc2c1	1	-3	34*	-6	3	-1	-3	3	-14	-5
Cc1cccc(OCC(O)Cn2ccnc2C)c1 (centres undefined)	-10	1	-0.2	1	-9	6	-3	-15	0	-3
COc1cc(C)nc(N2CCC(C(=O)NC3CCCCC3)CC2)n1	-7	1	-2.0	-1	-5	1	-3	0	0	-5
CCCNC(=O)COc1coc(CN2CCN(c3ccccc3)CC2)cc1=O	-5	2	-0.9	-1	1	3	-1	-4	-7	-2
Nc1c([N+](=O)[O-])c(=O)sc2ccccc12	-1	6	0.2	3	1	3	0	-4	0	x
Cn1cccc1Cc1nnc(SCC(=O)Nc2cccc(Cl)c2)n1-c1ccc(F)cc1	0	3	-1.0	-4	0	-4	7	5	-5	-14
CN(c1cccnc1)c1ccc(NC(=O)Cc2c[nH]c3ccccc23)cc1-c1ccc(F)c(F)c1	-11	-3	1.0	11	2	-1	10	3	21	x
COC(=O)C(NC(=O)CCc1c(C)nc2ncnn2c1C)C(C)C (centres undefined)	-1	-1	-0.6	15	-1	-1	0	-7	4	5
Cc1c(NC(=S)N/N=C\c2ccccc2O)c(=O)n(-c2ccccc2)n1C	3	-4	-1.1	1	18	-1	6	-5	8	2
COc1cccc(/C=C/C(=O)OCC(=O)Nc2ccc3c(c2)OCO3)c1	-5	-1	-1.7	0	-6	2	1	-1	-2	-7
CC(=O)Nc1ccc(S(=O)(=O)NCCC(=O)N2CCc3ccccc32)cc1	5	1	-1.1	-3	0	-3	-2	6	-2	1
CCCn1nnnc1-c1cccc(Cl)c1	5	-2	2.3	3	-5	-2	1	-10	3	0
O=C(C[C@H]1C[C@H](C(=O)N2CCOCC2)[C@@]2(CCC3CCCC3)c3[nH]c4ccc(Cl)cc4c3CCN2C1=O)NCCc1ccccn1	2	1	0.5	1	-1	-2	1	13	0	6
COC(=O)c1ccc(NC(=O)CCC(=O)c2ccc(F)cc2)cc1	-3	1	-1.3	1	5	1	-5	6	0	-5

Some values from above.
COC(CNc1nc(SC)nc2sc3c(c12)CCN(C)C3)OC @ UHRF1 binding: 3
Cc1cc(C)cc(OCC(=O)Nc2cc(NC(=O)COc3cc(C)cc(C)c3)cc(C(=O)O)c2)c1 @ SIAE primary: -25

Other results
SMILES	DDE Tn7 FP inh	LEDGF integ inh	PG9 binder	SIAE primary	TCR-CD3 inh	UHRF1 binding	PRMT1 FP inh	TDP2 inh	ABHD4 inh	HTRA1 inhibitor
Cc1nc2sc(-c3ccccc3)cc2c(=O)[nH]1	0	3	-0.4	-4	4	-3	3	1	-4	-5
CC(=C/c1ccccc1)/C=N/N1CCN(Cc2ccc(C)cc2)CC1	9	-4	-1.1	4	6	-1	0	6	3	-1
CC1CCCC(C)N1/N=C/c1ccc(N(C)C)cc1 (centres undefined)	3	1	-0.4	3	-2	24*	6	-6	-13	5
Cc1c(C(=O)OCC(=O)N2CCC(C)CC2)oc2ccccc12	-3	0	-0.7	-5	0	1	-1	-1	9	-6
CC1CCC(NC(=O)C(NS(=O)(=O)c2ccc(Br)cc2)C(C)C)CC1 (centres undefined)	4	0	2.7	1	2	-1	0	-3	1	-3
CN(Cc1ccccc1F)C(=O)CN1CCN(S(=O)(=O)c2ccc3c(c2)OCCCO3)CC1	9	-2	0.8	3	1	-3	3	-12	3	-1
COc1ccc(C)cc1S(=O)(=O)N1CCc2ccccc2C1	8	1	-3.9	-3	8	0	-2	-12	-4	-12
COc1cccc(NC(=O)Cn2c3ccccc3c3nc4n(c(=O)c32)CCCS4)c1	4	-3	2.1	-4	0	2	0	-6	-5	-19
COC(=O)c1ccccc1COc1cccn2c(N(C)CC3CC3)c(C)nc12	-6	0	-0.7	4	5	0	3	1	1	x
COc1ccc(S(=O)(=O)Nc2cccc3c2O[C@H](CN(C)CC2CCCCC2)[C@@H](C)CN([C@H](C)CO)C3=O)cc1	0	0	0.6	-2	0	-4	-2	11	1	-3
COc1cc(C2C(C(=O)N3CCOCC3)=C(C)NC3=C2C(=O)CCC3)ccc1OC(C)=O (centres undefined)	-3	2	0.1	3	3	-2	3	3	0	-1
COc1ccc2c(c1)-c1c(sn(-c3ccc(OC)c(OC)c3)c1=S)C(C)(C)N2	1	-1	0.6	-4	-1	0	-4	-10	5	9
CN(C(=O)c1cccc(NC(=O)Cc2ccc(NC(=O)C3CCN(C(=O)C4CCCCC4)CC3)cc2)c1)C1CCCCC1	3	-1	0.2	-2	1	0	-1	12	2	-7
Cc1ccc(C(=O)C2=C(O)C(=O)N(CCCn3ccnc3)C2c2ccc(OC(C)C)cc2)o1 (centres undefined)	-2	0	41*	1	-2	-8	1	11	3	-3
COc1ccccc1NC(=O)CC(=O)CSc1nnc(-c2ccc(C)cc2)n1C	1	-2	-2.7	3	3	-1	1	5	-7	-9
Cc1c(C(=O)Nc2ccc(C(=O)Nc3ccccc3)cc2)cccc1[N+](=O)[O-]	-4	-4	0.2	2	-1	2	0	6	0	3
O=C(O)C1=C(C2CCCCC2)C(=O)c2ccccc21	0	2	0.9	3	0	-2	1	-1	0	6
CCN(CC)c1ccc(NC(=O)c2cc3c(C)nn(-c4ccccc4)c3s2)cc1	-4	-2	x	-8	x	-5	2	-7	-2	x
Cc1cc(C)n(-c2nnc3n2N=C(c2ccccc2)CS3)n1	-2	2	0.7	7	4	-1	0	3	1	1
CC1=CC(C)(C)[N+](C)(C)c2ccc(C)cc21	3	1	-0.7	1	-6	5	1	5	6	4
CCOC(=O)[C@]12CCCC=C1N(CCC1=CCCCC1)C(=O)[C@H](CC(=O)NCc1cccc3ccccc13)C2	0	-1	-0.1	-4	3	0	1	-7	1	x
CCCn1nc(C(=O)OCC(=O)Nc2ccc(C(N)=O)cc2)c2ccccc2c1=O	-3	2	-0.7	-9	2	-1	-1	-4	-6	-1
CCN(CC(=O)Nc1ccc(OC)cc1)C(=O)CCS(=O)(=O)c1ccc(C)cc1	-1	3	-1.4	5	5	-3	-6	-14	-1	-1
O=C(CC(Cc1ccccc1)c1ccco1)NCc1ccco1 (centres undefined)	4	-1	0.2	-1	6	1	2	-14	1	-7
COc1ccc2sc(-c3ccc(N(C)C)cc3)c(C#Cc3cncn3C)c2c1	5	0	4.0	12	-3	1	5	8	18	48*
Cc1cccc(NC(=O)N2CCCc3ccccc32)c1C	-5	3	-1.5	5	10	1	-4	11	1	0
COc1ccc(C2CC2/C(=N/O)c2ccccn2)cc1 (centres undefined)	3	-2	-2.2	1	3	-2	0	-2	0	30

Part of the list above with just PRMT1 FP inh and DDE Tn7 FP inh.
| Compound | PRMT1 FP inh | DDE Tn7 FP inh |
| --- | --- | --- |
| CCN(CC)c1ccc(NC(=O)c2cc3c(C)nn(-c4ccccc4)c3s2)cc1 | 2 | -4 |
| Cc1cc(C)n(-c2nnc3n2N=C(c2ccccc2)CS3)n1 | 0 | -2 |
